Source: PubChem
PI5P4Ka inh = qHTS for Inhibitors of phosphatidylinositol 5-phosphate 4-kinase (PI5P4K) | Phosphatidylinositol 5-phosphate 4-kinase type-2 alpha (Homo sapiens), P48426 | max response, % | PI5P4Kalpha enzyme, ADP-Glo luminescence, 60 min; active compounds read low | actives 1.2% (n = 330,000); active = max response of -50% or lower; inconclusive = between -30% and -50%; inactive = -30% or higher; also: value at the top dose of about 77 µM; % is scaled to controls: 0 for no effect and ±100 for the full control effect
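Reactions run in 0.038 M HEPES pH 7.4, 0.28 mM EGTA, 0.1% CHAPS and 5% DMSO, with PI5P4Kalpha, substrate, compound and 5 microM ATP final, one hour at room temperature. Readout is ADP-Glo luminescence.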
EPAC1 antag = qHTS for Antagonist of cAMP-regulated guanine nucleotide exchange factor 3 (EPAC1): primary screen; actives 0.14% (n = 360,000); Potency, µM (series often up to 115 µM), without a hit: top-dose activity change, negative = inhibition, actives largely listed as inhibitors; EPAC1 GEF assay, Rap1b-BODIPY-GDP exchange fluorescence; AID 720709, 2013;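 also: potency is read from the fitted curve at half-maximal effect; plate controls were vehicle for no effect and positive control for full effect; nearly all actives have a fitted effect of over 50% in size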
PLK1 PBD block = qHTS for Inhibitors of PLK1-PDB (polo-like kinase 1 - polo-box domain): Primary Screen. Serine/threonine-protein kinase PLK1 (Homo sapiens), P53350. actives 2.8% (n = 360,000). Plk1 PBD binding of FITC phosphopeptide, fluorescence polarization. Potency, µM, for the others: max response, negative = inhibition, hits mostly inhibitors. AID 720504, 2013; also: potency is read from the fitted curve at half-maximal effect; series mostly up to about 57 µM; % is scaled to controls: 0 for no effect and ±100 for the full control effect; nearly all actives have a fitted effect of over 65% in size
GLP-1R inv ag = qHTS of GLP-1 Receptor Inverse Agonists (Inhibition Mode). Glucagon-like peptide 1 receptor (Homo sapiens), P43220. HEK293 GLP-1R CRE-luciferase, luminescence, 24 h; GLP-1R form is constitutively active. Potency, µM (highest dose often 38.3 µM), for inactives: at the highest dose activity change, negative = inhibition, most hits filed as inhibitors. actives 1.6% (n = 410,000); also: potency is read from the fitted curve at half-maximal effect; % is scaled to controls: 0 for no effect and ±100 for the full control effect; nearly all actives have a fitted effect of over 55% in size
Target sequence (P43220 whole entry, looked up): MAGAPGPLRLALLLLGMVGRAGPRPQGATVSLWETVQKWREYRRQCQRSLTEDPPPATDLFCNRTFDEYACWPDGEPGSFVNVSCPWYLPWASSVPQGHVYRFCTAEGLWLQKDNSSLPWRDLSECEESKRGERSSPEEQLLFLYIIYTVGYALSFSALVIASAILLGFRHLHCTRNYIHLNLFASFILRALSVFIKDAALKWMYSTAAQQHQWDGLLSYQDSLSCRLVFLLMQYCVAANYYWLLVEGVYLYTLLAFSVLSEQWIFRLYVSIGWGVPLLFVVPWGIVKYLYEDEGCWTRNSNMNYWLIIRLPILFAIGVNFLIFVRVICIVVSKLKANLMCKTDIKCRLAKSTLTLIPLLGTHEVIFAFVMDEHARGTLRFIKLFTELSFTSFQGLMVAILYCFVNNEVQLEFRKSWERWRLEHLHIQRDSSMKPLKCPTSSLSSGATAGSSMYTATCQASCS
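Using stably transfected HEK293 (constitutively active GLP-1R, cAMP-luciferase reporter), compounds were incubated 24 hr and luciferase measured by luminescence.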
GLP-1R agonist = qHTS of GLP-1 Receptor Agonists; Glucagon-like peptide 1 receptor (Homo sapiens), P43220; HEK293 GLP-1R CRE-luciferase, luminescence, 4-6 h; cells express a hypersensitive GLP-1R form; Potency, µM (series often up to 45.6 µM), for the others: at the top dose activation, usual class: activators; actives 0.007% (n = 380,000); AID 624172, 2012; also: potency is read from the fitted curve at half-maximal effect; % of control where 0% means no effect
EPAC1 agonist = qHTS for Agonist of cAMP-regulated guanine nucleotide exchange factor 3 (EPAC1): primary screen; Potency, µM (top dose mostly 154 µM), inactives show top-dose activation, usual class: activators; actives 0.073% (n = 360,000); EPAC1 agonist qHTS, biochemical assay; response scale: 100% = response to 6.5 mM cAMP; also: potency is read from the fitted curve at half-maximal effect; nearly all actives have a fitted effect of over 60% in size
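Fluorescent GDP-exchange assay: 100 nM EPAC1 with 250 nM Rap1B preloaded with BODIPY-GDP and 50 uM GDP; compounds tested as concentration series, 5 min at room temperature, then read every 5 min for 30 min (ex 480/em 540 nm); normalized to 6.5 mM cAMP.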
HEK293 tox = qHTS of GLP-1 Receptor Inverse Agonists: Cytotox Screen; AID 624418, 2012; Potency, µM (titrated, usually from 38.3 µM), for the others: at the highest dose activity change, negative = inhibition, hits mostly inhibitors; HEK293 cAMP-luciferase reporter cells, luminescence, 24 h; actives 0.13% (n = 410,000);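 also: loss of luciferase light is scored as toxicity; potency is read from the fitted curve at half-maximal effect; % is scaled to controls: 0 for no effect and ±100 for the full control effect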
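A 23 nL compound transfer followed 12 hours of cell culture at 37 deg C; exposure then lasted 24 hr. Luciferase assay detection reagent was dispensed and plates read for luminescence after a 12 min room-temperature wait.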
IL-2 act = qHTS of IL-2 Activators. IL-2 activation reporter assay, cell-based qHTS; stimulated with anti-CD3/CD4/CD28 beads; in transgenic mouse T cells. activation, % (series mostly up to about 46 µM). actives 0.065% (n = 360,000). AID 652025, 2013; in the data active = activation above about 50%; inconclusive = mostly about 30% to 49%; also: 0% is about no effect
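EGFP and DsRed fluorescence is measured by plate cytometry in unstimulated transgenic mouse T cells exposed to compound for 60 minutes, then stimulated 18 hours at 37 degrees C with anti-CD3/anti-CD4 beads plus anti-CD28.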
PTHR1 agonist = qHTS for PTHR1 Agonists: Primary Screen; Parathyroid hormone/parathyroid hormone-related peptide receptor (Homo sapiens), Q03431; HEK293 GP2 PTHR1 cells, GloSensor cAMP luminescence, 1 h; Potency, µM (doses to about 115 µM), for inactives: top-dose activation, hits mostly activators; actives 0.075% (n = 410,000); also: potency is read from the fitted curve at half-maximal effect; nearly all actives have a fitted effect of over 55% in size; some results filed as inactive show a strong effect at the top dose; inactives centre near -15; many of its hits are not listed in these tables
Target sequence (Q03431 whole entry, looked up): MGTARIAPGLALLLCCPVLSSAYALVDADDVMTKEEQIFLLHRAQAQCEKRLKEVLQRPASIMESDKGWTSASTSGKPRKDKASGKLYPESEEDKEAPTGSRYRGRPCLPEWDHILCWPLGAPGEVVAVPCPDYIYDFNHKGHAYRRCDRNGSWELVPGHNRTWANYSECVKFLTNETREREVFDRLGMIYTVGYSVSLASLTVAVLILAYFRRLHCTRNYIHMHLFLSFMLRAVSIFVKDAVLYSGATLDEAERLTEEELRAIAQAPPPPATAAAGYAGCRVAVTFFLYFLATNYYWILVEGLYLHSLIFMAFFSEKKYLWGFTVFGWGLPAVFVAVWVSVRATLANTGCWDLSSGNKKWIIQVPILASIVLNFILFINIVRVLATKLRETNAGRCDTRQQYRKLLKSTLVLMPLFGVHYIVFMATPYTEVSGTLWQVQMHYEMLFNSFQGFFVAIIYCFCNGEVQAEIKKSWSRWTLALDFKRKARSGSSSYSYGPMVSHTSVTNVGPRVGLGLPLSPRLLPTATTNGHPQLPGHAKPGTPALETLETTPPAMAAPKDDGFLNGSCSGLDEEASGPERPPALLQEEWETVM
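HEK-293-derived GP2 cells expressing PTHR1 and a GloSensor cAMP reporter, 3,000/well, plated overnight, given luciferin plus IBMX (each 0.5 mM as added) for 1 h at 37 °C, then compound for 1 h at 37 °C. Luminescence was read after 15 min at room temperature.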
Numbers without * were called inactive; i = inactive; ? = inconclusive; nt = no result given; [ ] = dose if it differs, or a comment. Unless noted, calls follow the shape of the dose curve; as a rule, active = well fitted curve in the direction sought with a large enough effect; inconclusive = small, poorly fitted or top-dose-only effect, or another doubt; inactive = no such curve, though single readings can be large; an effect the other way counts as inactive or inconclusive.

SMILES	PI5P4Ka inh	EPAC1 antag	PLK1 PBD block	GLP-1R inv ag	GLP-1R agonist	EPAC1 agonist	HEK293 tox	IL-2 act	PTHR1 agonist
CC(=O)N1c2ccccc2CCc2ccc([N+](=O)[O-])cc21	-4	-7%	1%	-5%	-3%	6%	-1%	-1.2	i
CSCCC(NC(=O)c1ccc(Cl)cc1)C(=O)OCC(=O)c1ccc[nH]1 (stereo not drawn)	-19	-3%	3%	0%	4%	2%	-8%	-1.0	i
COc1ccc(NC(=O)c2ccccc2Oc2ccccc2)c(OC)c1	19	-8%	-13%	?	9%	15%	1%	-0.4	-18%
COc1ccc(S(=O)(=O)N(C)CC(=O)Nc2ccccc2C(F)(F)F)cc1Cl	nt	-8%	-4%	57%[activator]	2%	-16%	2%	2.1	i
COC(=O)c1ccc(S(=O)(=O)NC(C)(C)C)n1C	-6	-8%	-4%	5%	12%	5%	-4%	4.6	i
COC(=O)Cc1ccc(NC(=O)c2ccc(Br)o2)cc1	8	8%	-7%	9%	-10%	11%	-7%	-0.6	-15%[57.5 µM]
COc1ccc(C(=O)NNC(=O)Cc2ccc([N+](=O)[O-])cc2)cc1	-11	2%	-6%	-1%	6%	5%	-6%	0.1	i
O=C(Nc1ccc(S(=O)(=O)C(F)F)cc1)c1ccc2c(=O)n3c(nc2c1)CCC3	0	11%	-3%	-5%	-1%	0%	-6%	0.9	-45%[inhibitor]
O=C(CC1C(=O)NCCN1C(=O)Nc1ccccc1)Nc1cc(Cl)ccc1Cl (stereo not drawn)	-1	-18%	-2%	?	12%	-6%	?	-0.6	i
CC1=CC(=C(C#N)C#N)c2ccccc2N1C	-1	13%	16%	31%	1%	-87%[inhibitor]	?	-2.6	-11%
Cc1nc(C(=O)N2CCCC(Nc3ccc(C)c(C)c3)C2)cs1 (stereo not drawn)	6	12%	-1%	10%	7%	-7%	-5%	-2.3	i
O=C(COC(=O)COc1ccccc1)NC1CCCc2ccccc21 (stereo not drawn)	-2	-16%	5%	16%	-2%	-4%	2%	-1.6	i
CCOc1cc(C)nc(N2CCC(C(=O)Nc3ccccc3OCC)CC2)n1	nt	-2%	1%	4%	-1%	-1%	9%	0.3	-29%[57.5 µM]
COCCNC(=S)N1CCN(C)CC1	-1	6%	-3%	1%	-2%	-2%	4%	-1.1	-17%
O=S(=O)(Nc1cccc(-c2cn3c(n2)SCC3)c1)c1ccc(F)cc1F	-18	?	0%	0%	0%	1%	-4%	0.7	i
CCOc1ccc(CCNC(=O)CSc2nnnn2-c2ccccc2)cc1OCC	nt	nt	nt	-3%	-2%	nt	-10%	nt	i
COc1ccc(CNCCC(c2ccccc2)c2ccc3c(c2)OCO3)cc1 (stereo not drawn)	nt	6%	3%	?	-11%	5%	?	-4.2	-23%
O=C(N=Nc1c(O)[nH]c2ccccc12)c1cc(NS(=O)(=O)c2cccs2)cc(NS(=O)(=O)c2cccs2)c1	-15	-25%	-16%	19%	0%	1%	15%	-0.8	i
CC(CC(=O)Nc1ccc(F)cc1F)S(=O)(=O)c1ccc2c(c1)NC(=O)CO2 (stereo not drawn)	-1	-24%	-21%	4%	1%	2%	-2%	0.4	i
CCC(=O)c1cc(F)c(N2CCN(S(=O)(=O)c3ccccc3)CC2)cc1C	nt	-15%	1%	?	8%	7%	13%	-0.9	i
O=C(CCc1ccccc1)NNC(=O)Cc1ccc(Cl)cc1	-1	6%	2%	-27%	5%	3%	-3%	-0.1	-4%
COc1cc(OC)cc(-c2c(Sc3ccccc3)c3cc(-c4ccc(OC)c(F)c4)ccc3n2C)c1	10	6%	-4%	19%	-13%	-1%	4%	-0.3	-14%
CN(Cc1ccccc1C#N)S(=O)(=O)c1cccs1	2	-23%	-1%	11%	8%	-3%	2%	2.9	-18%
O=C(Nc1ccncc1)c1cncc(Br)c1	nt	-19%	-5%	35%[activator]	-5%	1%	-1%	2.4	i
CCc1cc(C(=O)NNC(=S)NCc2ccccc2)cs1	nt	-10%	-12%	0%	-1%	5%	-10%	-1.2	-12%

Quoted from the listing:
COC(=O)Cc1ccc(NC(=O)c2ccc(Br)o2)cc1 in IL-2 act is listed with -0.6
O=C(Nc1ccc(S(=O)(=O)C(F)F)cc1)c1ccc2c(=O)n3c(nc2c1)CCC3 in EPAC1 antag is listed with 11%

New compounds follow.
SMILES	PI5P4Ka inh	EPAC1 antag	PLK1 PBD block	GLP-1R inv ag	GLP-1R agonist	EPAC1 agonist	HEK293 tox	IL-2 act	PTHR1 agonist
CO/N=C(/CNC(=O)c1ccccc1Cl)c1ccc(Cl)cc1	-3	4%	-10%	?	22%	-11%	21%	-1.8	i
O=C(Nc1ccccc1)C1CC(=O)N(C2CCCCC2)C1 (stereo not drawn)	-7	-2%	-10%	0%	-1%	-1%	17%	-0.8	i
O=C(c1cnn(-c2ccc(F)cc2)c1-n1cccc1)N1CCN(c2cccc(Cl)c2)CC1	nt	nt	nt	11%	-4%	nt	5%	nt	-35%[inhibitor]
Cc1cccc(N2CCN(C(=O)NC3CCCCC3)CC2C)c1 (stereo not drawn)	7	7%	-3%	?	10%	13%	-7%	-2.9	-5%
O=C1NC(=O)C(Cc2cccc(Oc3ccccc3)c2)S1 (stereo not drawn)	-2	-12%	-4%	?	-4%	4%	-5%	0.3	-18%
Cc1ccc(N(CC(=O)Nc2cc(Cl)ccc2Oc2ccccc2)S(C)(=O)=O)cc1C	17	-10%	-10%	?	-2%	15%	-2%	-0.4	-2%[57.5 µM]
O=C(NCCCn1ccnc1)c1cc2ccccc2o1	3	-1%	2%	-16%	6%	11%	?	-2.2	-7%
CCOC(=O)[C@@H]1[C@H]2COc3cc(OC)ccc3[C@H]2N2C(=O)N(c3cccc(C)c3)C(=O)[C@]12C	1	2%	-6%	8%	2%	-10%	10%	0.1	-6%
COc1ccc2[nH]cc(C(=O)CN3CCCCC3)c2c1	-4	-9%	-2%	1%	-10%	2%	7%	-0.2	-33%[inhibitor][57.5 µM]
O=[N+]([O-])c1cccc(/C=N/Nc2nc(N3CCCCC3)nc(N3CCCCC3)n2)c1	1	7%	1%	1%	17%	-14%	-2%	-2.2	i
O=c1c2ccccc2c(C=Nc2cccc(S(=O)(=O)NCc3ccco3)c2)c(O)n1-c1ccc(Cl)cn1	-24	1%	?	9%	5%	9%	3%	0.0	i
O=C(c1ccc(-n2cnnn2)cc1)N1CCCCC1	0	0%	-3%	17%	10%	-2%	23%	0.9	-15%[57.5 µM]
CC1CCCCN1C(=O)c1c(Cl)cnn1C (stereo not drawn)	-2	-3%	0%	0%	-2%	-9%	3%	-1.0	i
Cc1ccc(NC(=O)COC(=O)C2CC(=O)N(Cc3ccccc3)C2)cc1F (stereo not drawn)	4	-6%	-8%	19%	3%	10%	0%	0.0	-37%
Oc1oc(-c2ccccc2)nc1C=Nc1ccccc1	nt	5%	-13%	0%	-4%	9%	?	-1.3	-19%
Cc1nnc(NCc2ccncc2)c2ccccc12	nt	8%	-8%	0%	12%	5%	-2%	-4.0	i
Cc1ccc(-c2nc3ncccc3o2)cc1NC(=O)c1ccccc1	-1	2%	-3%	1%	-2%	5%	-3%	0.6	-10%
O=C(CSc1nnc2sc3ccccc3n12)NCc1ccc2c(c1)OCO2	-6	-2%	-2%	-7%	1%	3%	-12%	-1.5	-36%[inhibitor]
Cc1ccc2oc(C(=O)N3CCN(CC(=O)NC(C)C)CC3)c(C)c2c1	-11	-23%	-15%	7%	3%	-14%	-10%	-2.9	i
Cc1cc(C)n(CCCNC(=O)c2ccc(C)c(S(=O)(=O)N3CCOCC3)c2)n1	-5	2%	-4%	31%[activator]	-4%	1%	4%	-2.6	i
Cc1ccc(C)c(OCc2cc(C(=O)N3C[C@@H](C)O[C@@H](C)C3)no2)c1	2	-11%	-8%	?	5%	-6%	15%	-4.4	-4%
CC(NC(=O)COC(=O)C1CCCCC1)c1ccccc1 (stereo not drawn)	0	7%	-8%	15%	5%	-10%	-2%	-0.1	-5%
CCC(=O)c1cn(CC(=O)Nc2ccccc2F)c2ccccc12	-4	4%	-10%	-27%	-6%	-1%	5%	3.1	-23%
O=C(Nc1ccccc1O)c1cccc(NC(=O)c2ccco2)c1	7	5%	?	9%	9%	4%	-12%	-2.3	1%
CC(C)c1ccccc1OCC(=O)Nc1ccccc1C(=O)N1CCOCC1	-2	-7%	0%	-13%	-1%	-8%	-1%	-3.6	-40%[inhibitor]

(next part)
SMILES	PI5P4Ka inh	EPAC1 antag	PLK1 PBD block	GLP-1R inv ag	GLP-1R agonist	EPAC1 agonist	HEK293 tox	IL-2 act	PTHR1 agonist
CC(C)Oc1ccc(C2CC(=O)NC2=O)cc1 (stereo not drawn)	4	3%	5%	6%	-1%	0%	-10%	0.2	-1%
COc1ccc(N2CCN(c3nc4c(C)cccn4c(=O)c3/C=C(\C#N)C(N)=O)CC2)cc1	4	6%	0%	43%[activator]	34%	9%	-18%	-1.1	-8%
CCC(Sc1nnnn1-c1ccccc1)C(=O)Nc1nc2ccccc2s1 (stereo not drawn)	9	-9%	-4%	?	-2%	12%	-15%	0.5	-22%[57.5 µM]
CCn1nnnc1-c1ccc(OC)c(S(=O)(=O)Nc2ccccc2OC)c1	-21	2%	-1%	5%	12%	4%	2%	-0.9	i
Cc1ccc(Cn2ncc(C)c2N)o1	-5	-18%	-10%	1%	3%	-5%	-11%	-0.7	-11%
O=C(COc1ccc(Cl)cc1)NN=C1CCCCCCC1	8	-11%	2%	-22%	-1%	-2%	11%	-0.6	-2%

These rows are one share of the data; count on the stated rates, not on these rows.
